Source: PubChem
DYRK1A inh: rat Dyrk1A kinase inhibitors, primary screen, biochemical, single point, plate reader; Dual specificity tyrosine-phosphorylation-regulated kinase 1A (Rattus norvegicus), Q63470; ADP-Glo luminescence, NFATc1 peptide; inhibition, % at 12.5 µM; hit rate 0.43% among 310,000; AID 504441, 2011; in the data active means inhibition above about 50%;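 further: plate controls were vehicle with enzyme for no effect and no enzyme for full effect; many of its hits are not listed in these tables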
KCNK3 block: human KCNK3 channel inhibitors, primary screen, CHO cells, FluxOR thallium flux, B-score | hit rate 0.84% among 340,000 | FluxOR fluorescence; hits give low values | B-score at 10 µM | Potassium channel subfamily K member 3 (Homo sapiens), O14649;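 active means B-score under library mean minus 4 SD, starting fluorescence ratio at most library mean plus 5 SD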;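 further: more negative B-score means stronger inhibition of thallium flux through KCNK3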
Target sequence (O14649 whole entry, looked up): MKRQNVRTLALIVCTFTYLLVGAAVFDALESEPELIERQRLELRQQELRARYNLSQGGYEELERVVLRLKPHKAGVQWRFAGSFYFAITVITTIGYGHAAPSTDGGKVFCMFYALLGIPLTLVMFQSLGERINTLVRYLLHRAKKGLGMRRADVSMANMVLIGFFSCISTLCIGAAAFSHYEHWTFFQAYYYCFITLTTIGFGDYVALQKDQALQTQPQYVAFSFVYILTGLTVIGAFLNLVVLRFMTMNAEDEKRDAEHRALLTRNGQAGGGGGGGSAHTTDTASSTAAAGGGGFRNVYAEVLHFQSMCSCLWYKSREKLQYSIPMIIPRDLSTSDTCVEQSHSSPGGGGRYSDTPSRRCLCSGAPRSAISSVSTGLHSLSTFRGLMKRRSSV
Starred values were filed as active, the others as inactive; i = inactive.

Compound	DYRK1A inh	KCNK3 block
COc1cccc(-c2nc(N3CCN(Cc4ccccc4)CC3)c3ccccc3n2)c1O	7.4	i
COc1ccc([N+](=O)[O-])cc1NC(=O)C(C)OC(=O)CC1CCCC1 (stereo not drawn)	0.3	i
CN(C(=O)COC(=O)c1cc2ccccc2cc1O)C1CCCCC1	16.0	i
CC(=NNC(=S)N1CCCCCC1)c1ccccn1	1.0	i
CC1CC(C)CN(C(=O)COC(=O)c2nccnc2N)C1 (stereo not drawn)	-4.3	i
CC1=CC2C(C3C=CC2(C)C(=O)C3(C)O)C(C)(O)C1=O (stereo not drawn)	-4.2	i
Cn1c(N)c(C(=O)CSc2nnc(-c3cccs3)n2C2CC2)c(=O)[nH]c1=O	-3.8	i
CC(C)(C)[C@H]1COC(=O)[C@@H](Cc2ccc(F)cc2)C/C=C\C[C@@H](CC(=O)N[C@H](CO)Cc2ccccc2)C(=O)N1	-10.3	i
CC(=O)c1cccc(NC(=O)COC(=O)CCNS(=O)(=O)c2ccccc2)c1	24.7	i
O=C(COC(=O)c1cc(S(=O)(=O)N2CCOCC2)ccc1F)NCCc1ccc(F)cc1	-3.1	i
COc1ccc(O)c(C(=O)c2cnn(C(=O)c3cccc(N(C)C)c3)c2)c1	-1.8	i
c1csc(CNc2ncnc3ccc(-c4ccc5c(c4)OCCO5)cc23)c1	71.9*	i
COc1ccc(NC(=O)c2ccc(NC(=O)CN3CCC(C(N)=O)CC3)cc2)cc1	8.7	i
O=C(O)C1(Nc2ccccc2Cl)CCCC1	4.4	i
CC(C)n1cnc2c(NCc3ccccc3)cc(N[C@H](C)CO)cc21	12.4	i
COCCn1c(C)cc(/C=C(\C#N)C(=O)OCC(=O)Nc2ccc(S(N)(=O)=O)cc2)c1C	-7.0	i
CSc1ncccc1C(=O)OCC(=O)c1ccc(C)s1	-2.8	i
O=C(CNC(=O)c1ccc(Cl)cc1Cl)OCc1nnc(-c2ccccc2Br)o1	1.5	i
C=C1C[C@H](O[C@@H]2O[C@H](CO)[C@@H](O)[C@H](O)[C@H]2O)[C@@H]2[C@H](OC(=O)[C@H]2C)[C@H]2[C@H](C)[C@@H](O)C[C@@H]12	-6.7	i
COc1ccc(C(=O)NCC(=O)OCc2ccc(Cl)cc2Cl)cc1OC	0.2	i

Five compounds already listed, sorted by SMILES length, high to low.
Compound	DYRK1A inh	KCNK3 block
COCCn1c(C)cc(/C=C(\C#N)C(=O)OCC(=O)Nc2ccc(S(N)(=O)=O)cc2)c1C	-7.0	i
COc1ccc(NC(=O)c2ccc(NC(=O)CN3CCC(C(N)=O)CC3)cc2)cc1	8.7	i
COc1ccc(C(=O)NCC(=O)OCc2ccc(Cl)cc2Cl)cc1OC	0.2	i
CC1CC(C)CN(C(=O)COC(=O)c2nccnc2N)C1 (stereo not drawn)	-4.3	i
CC(=NNC(=S)N1CCCCCC1)c1ccccn1	1.0	i

Next structures.
Compound	DYRK1A inh	KCNK3 block
CC1(C)N=C(N)N=C(N)N1c1cccc(C#N)c1	4.3	i
CCOC(=O)c1ccc(NC(=O)c2nc[nH]c2C(=O)NCCNC(=O)c2[nH]cnc2C(=O)Nc2ccc(C(=O)OCC)cc2)cc1	8.1	i
CC(CNC1CCCCC1)OC(=O)c1ccc([N+](=O)[O-])cc1 (stereo not drawn)	-0.8	i
COc1ccc(CCNC(=O)COC(=O)/C=C/c2ccc3c(c2)OCO3)cc1	-1.3	i
CCSc1nc(COC(=O)NC)c(COC(=O)NC)n1C	-6.4	i
CN(C)CCC=C1c2ccccc2C=Cc2ccccc21	-3.6	i
CN(C)S(=O)(=O)c1ccc(N2CCCC2)c(C(=O)NCC(=O)Nc2ccc(F)c(F)c2)c1	2.6	i
O=C(CN1CCCC1c1cccs1)Nc1cc(S(=O)(=O)N2CCCCC2)ccc1Cl (stereo not drawn)	1.2	i
COC(=O)C1CCN(C(=O)CN2C(=O)NC3(CCC(C)CC3)C2=O)CC1 (stereo not drawn)	10.9	i
CC1Cc2ccccc2N1S(=O)(=O)c1cccc(C(=O)OCC(=O)N2CCOCC2)c1 (stereo not drawn)	-5.3	i
CCN(C(=O)COC(=O)/C=C/c1c(C)nn(-c2ccccc2)c1C)c1c(N)n(Cc2ccccc2)c(=O)[nH]c1=O	-4.6	i
CCN1CC(C)(C)N(C(=O)c2ccccc2)CC1(C)C	-3.9	i
Nc1c(N(CCC2=CCCCC2)C(=O)c2ccccc2F)c(=O)[nH]c(=O)n1Cc1ccccc1	-0.7	i
CC(C)NC(=O)N(C)C[C@H]1Oc2c(NS(=O)(=O)c3cccs3)cccc2C(=O)N([C@H](C)CO)C[C@@H]1C	4.1	i
CC1CC(C)CN(C(=O)c2cccc(N3C(=O)c4ccccc4C3=O)c2)C1 (stereo not drawn)	2.4	i
COc1cccc(NC(=O)CN(C)C(=O)CC2CCCC2)c1	-2.4	i
O=C(O)CCCc1ccccc1	7.6	i
Cc1ccc(S(=O)(=O)Nc2ccccc2)cc1[N+](=O)[O-]	2.9	i
Cc1nn(CC(=O)NC(=O)c2ccccc2)c(C)c1[N+](=O)[O-]	6.6	i
CCOC(=O)C1=C(C)N(C[C@@H]2CC[C@@H](Cc3ccc(-c4ccccc4)cc3)O2)C(=O)NC1c1ccc([N+](=O)[O-])cc1 (stereo partly drawn)	-0.6	i

Additional structures:
Compound	DYRK1A inh	KCNK3 block
C=CC(C)(C)O[C@@H]1O[C@H](CO)[C@@H](O)[C@H](O)[C@H]1O	2.5	i
O=C(COC(=O)Cc1ccc(F)cc1)NC1CCCCCC1	2.7	i
C=CC[C@@H](CC(=O)N[C@H](CO)Cc1ccccc1)C(=O)N[C@@H](C)COC(=O)[C@@H](CC=C)Cc1ccc(F)cc1	-1.3	i
COc1ccc(-c2nnc(SCC(=O)Nc3sc4c(c3C#N)CCC4)n2CC2CCCO2)cc1 (stereo not drawn)	5.2	i
O=C(Cc1ccc(S(=O)(=O)N2CCOCC2)s1)NNC(=O)c1ccccc1Cl	4.0	i
COc1cccc(-c2c(-c3cc(OC)cc(OC)c3)n(C)c3ccc(-c4cnc(N5CCOCC5)nc4)cc23)c1	-2.0	i
C=C1C(=O)O[C@H]2[C@H]1[C@H](OC(=O)/C(C)=C\C)C[C@]1(CO1)[C@@H]1[C@H](OC(C)=O)C=C(C)[C@]21O	1.7	i
CCCn1nc(C(=O)OCC(=O)Nc2ccc(C(N)=O)cc2)c2ccccc2c1=O	-3.9	i
C(=NN=C1c2ccccc2-c2ccccc21)c1c[nH]c2ccccc12	-1.3	i
Cc1nc(NC(=O)COC(=O)CNC(=O)c2ccco2)c(Cl)cc1Cl	10.7	i
CCN1C(=O)C(=O)c2cc(C)ccc21	8.5	i
CN(C)Cc1cccc(-c2ccccc2)c1O	-4.0	i
O=C(NCC1COc2ccccc2O1)C1CCN(S(=O)(=O)c2ccc(Cl)cc2)CC1 (stereo not drawn)	0.4	i
CN(CC(=O)Nc1cccc(F)c1)CC(=O)N1CCc2ccccc21	-1.4	i
CC1(NC(=O)c2cccc(S(=O)(=O)N3CCCc4ccccc43)c2)CCS(=O)(=O)C1 (stereo not drawn)	-3.7	i
Cn1c(=O)[nH]c(=O)c2[nH]c(CO)nc21	-0.2	i
CC[C@@H]1CCCCc2ccccc2[C@H](C(=O)C[C@@H](O)CC(C)=O)OC1=O	9.1	i
CCC(C)(C)C1CCC2(CC1)NC(=O)N(CC(=O)NCCc1c[nH]c3ccccc13)C2=O (stereo not drawn)	-4.5	i
CC(C)N(CCC(=O)c1ccc2ccccc2c1)Cc1ccccc1	7.4	i
O=C(c1ccc([N+](=O)[O-])cc1)N(Cc1ccccc1)Cc1ccccc1	-0.2	i

Further structures
Compound	DYRK1A inh	KCNK3 block
C[C@H]1CN([C@@H](C)CO)C(=O)Cc2cc(NC(=O)CCC(F)(F)F)ccc2O[C@H]1CN(C)Cc1ccc(C(F)(F)F)cc1	-0.6	i
Cc1cccc(C2=NN(c3ccccc3)[C@@H](C(=O)N3CCOC3=O)[C@@H]2c2ccc(Cl)cc2)c1	-4.0	i
COc1ccc(NC(=O)CN2C(=O)c3ccccc3S2(=O)=O)cc1S(=O)(=O)N1CCOCC1	9.2	i
CCOC(=O)C1CCCN(C(=O)c2cn(CC)c3ccc(S(=O)(=O)N4CCCC4)cc3c2=O)C1 (stereo not drawn)	-6.6	i
Cc1cccc(NS(=O)(=O)c2cccc(C(=O)N3CCCCCCC3)c2)c1	-0.2	i
CCOc1ccc(NC(=O)CN(C)C(=O)COc2cccc3c2OC(C)(C)C3)cc1OCC	-3.1	i
NC(=O)C1CCCN(C(=O)CNC(=O)C23CC4CC(CC(C4)C2)C3)C1 (stereo not drawn)	-4.3	i
C[C@]1(CC/C(=C/CO)CO)[C@H](CO)CC[C@@]23COC(=O)C2=CCC[C@@H]31	10.3	i
CC(=O)C[C@@H](O)CC(=O)[C@H]1OC(=O)[C@H](C)C/C=C\Cc2ccccc21	1.3	i
C=CCC[C@H](Cc1ccc(F)cc1)C(=O)OC[C@@H](Cc1c[nH]c2ccccc12)NC(=O)[C@@H](CC=C)CC(=O)N[C@@H](CO)Cc1ccccc1	-17.9	i
CCOC(=O)c1coc(C(=O)OCC)c1C(=O)OCC	8.7	i
COc1ccc(-c2noc(CCC(=O)N3CCN(c4ccccc4F)CC3)n2)cc1	2.6	i
CC(=O)Nc1cc2c(cc1Cl)-c1ccccc1C2O (stereo not drawn)	-0.5	i
CCOC(=O)C1CCN(S(=O)(=O)c2cccc(-c3cn4cccc(C)c4n3)c2)CC1	-1.8	i
CN(CC(=O)Nc1ccc(F)cc1)C(=O)COC(=O)c1cc(Br)c(Br)s1	2.6	i
O=C1[C@H]2CCC=C[C@H]2[C@H](c2ccccc2Br)N1Cc1ccccc1	-6.5	i
Cn1c(N)c(C(=O)COC(=O)Cc2c(F)cccc2Cl)c(=O)n(C)c1=O	-4.8	i
O=C(c1cccc(S(=O)(=O)N2CCOCC2)c1)N(CCc1ccccc1)Cc1ccccc1	-1.7	i
CC[C@@]1(C(=O)OC)N[C@H](CN(C)C(=O)Nc2ccc(C)cc2)[C@@H]2C(=O)N(Cc3ccccc3)C(=O)[C@@H]21	-3.7	i
CCOC(=O)C(=CNc1ccc(N2CCCCC2)c(S(=O)(=O)Nc2ccccc2OC)c1)C(=O)OCC	-3.5	i

Individual results from the entries so far:
`CN(CC(=O)Nc1ccc(F)cc1)C(=O)COC(=O)c1cc(Br)c(Br)s1` | DYRK1A inh: 2.6
`CCOC(=O)C(=CNc1ccc(N2CCCCC2)c(S(=O)(=O)Nc2ccccc2OC)c1)C(=O)OCC` | DYRK1A inh: -3.5
`NC(=O)C1CCCN(C(=O)CNC(=O)C23CC4CC(CC(C4)C2)C3)C1` (stereo not drawn) | DYRK1A inh: -4.3

Following part
Compound	DYRK1A inh	KCNK3 block
CCCCNC(=O)C(C#N)c1nc2ccccc2nc1N1CCN(Cc2ccc3c(c2)OCO3)CC1 (stereo not drawn)	6.0	i
COc1ccc(CCNC(=O)CCc2ccccc2O)cc1OC	2.1	i
CN(C)S(=O)(=O)c1cc(NC(=O)COC(=O)CC2CC3CCC2C3)ccc1Cl (stereo not drawn)	1.4	i
CC(C=Cc1ccccc1)=NNS(=O)(=O)c1ccc([N+](=O)[O-])cc1	6.2	i
O=C(CNC(=O)c1ccc(Br)o1)NNC(=O)COc1ccccc1Cl	-0.7	i
Nc1ccc2c(c1)C(=O)c1ccc(Cl)cc1-2	-0.9	i
Cc1c(O)ccc2c3c(c(=O)oc12)CCCC3	9.3	i
Cc1ccc(S(=O)(=O)N2CCOCC2)cc1NC(=O)CSc1nnc(C2CC2)n1C1CC1	-1.3	i
COc1ccc(Cn2c(=O)n(Cc3ccco3)c(=N)c3c4c(sc32)COC(C)(C)C4)cc1	4.8	i
COc1ccccc1NS(=O)(=O)c1cc(NC(=O)COc2ccccc2)ccc1N1CCOCC1	-7.6	i
Cc1nnc(SCc2cnc(-c3ccc(C(C)C)cc3)s2)n1C	-8.8	i
CC(=O)Nc1ccc(-c2c(C)cc3oc(=O)cc(-c4ccccc4)c3c2C)cc1	5.3	i
Cc1ccc(CSc2nnc(NC(=O)C3=COCCO3)s2)cc1	0.3	i
CC(C)c1ccc(S(=O)(=O)N2CCN(C(=O)[C@@H]3CCCN3C(=O)c3cccs3)CC2)cc1	-2.6	i
Oc1c(CN2CCOCC2)cc(CN2CCOCC2)c(O)c1CN1CCOCC1	1.7	i
CN(C(=O)COC(=O)CNC(=O)c1cccs1)c1c(N)n(Cc2ccccc2)c(=O)[nH]c1=O	-6.4	i
Cc1cc(C)c2c(c1)OC(=O)CC2c1ccccc1C (stereo not drawn)	-3.1	i
CCOc1ccccc1NC(=O)COC(=O)C(Cc1ccccc1)NC(=O)c1ccco1 (stereo not drawn)	-2.0	i
O=C(CN1C(=O)NC2(CCCCC2)C1=O)N1CCN(S(=O)(=O)c2cccc([N+](=O)[O-])c2)CC1	-1.3	i
COc1cccc(-c2c(-c3cc(OC)cc(OC)c3)n(C)c3ccc(-c4cnc(OC)nc4)cc23)c1	6.5	i

Another view of some results above:
Screens in order – DYRK1A inh | KCNK3 block
Cc1ccc(S(=O)(=O)N2CCOCC2)cc1NC(=O)CSc1nnc(C2CC2)n1C1CC1
 : -1.3 | i
COc1ccc(Cn2c(=O)n(Cc3ccco3)c(=N)c3c4c(sc32)COC(C)(C)C4)cc1
 : 4.8 | i

(next part)
Compound	DYRK1A inh	KCNK3 block
CN(C(=O)CSc1nnc(-c2ccc(F)cc2)n1C)C1CCS(=O)(=O)C1 (stereo not drawn)	3.2	i
CC[C@]1(C(=O)OC)[C@H]2C(=O)N(C)C(=O)[C@H]2[C@H]2CN=C(SCc3ccc(C)cc3)N21	-1.4	i
Cc1ccc(Sc2ncnc3onc(C)c23)c(C)c1	-5.8	i
Cc1c(C(=O)NC2CC2)oc2ccccc12	4.0	i

Not all compounds are listed; rates above refer to the full screens.
